Mcl1 Noxa PPI: Mcl-1/Noxa interaction inhibition | inhibition, % at 21.7 µM | Q07820 | actives 1.5% (n = 220,000) | TR-FRET Mcl-1/Noxa peptide binding, 2 h;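 active = compounds that cut the protein-peptide binding signal by more than 50% relative to plate controls in a single-dose test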;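 also: His-tagged Mcl-1 with rhodamine Noxa BH3 peptide and terbium anti-His antibody; 0% = Mcl-1 plus Noxa peptide wells and 100% = peptide-only wells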
Bim-Bcl-W: disrupts Bim peptide binding to human Bcl-W; AID 952; inhibition, % at 10 µM; Q92843; bead-based flow cytometry; actives 0.02% (n = 190,000);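 also: 0% = bound tracer without compound and 100% = peptide blocker; higher means less fluorescent Bim peptide bound to Bcl-W beads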
Mcl-1 Bim block: disrupts Bim peptide binding to human Mcl-1 | AID 1009 | Bead-based flow cytometry, Bim peptide-Mcl-1 binding | inhibition, % at 10 µM | Q07820 | actives 0.1% (n = 190,000);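 also: 0% = no compound tracer wells and 100% = peptide blocker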
Mcl1 Bid PPI: Mcl-1/Bid interaction inhibition. TR-FRET Mcl-1/Bid-Dy647 peptide binding, 1536-well. inhibition, % at 21.7 µM. Q07820. actives 0.97% (n = 220,000). AID 1021;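 active = compounds that cut the binding signal by more than half at the single screening dose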;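 also: His-tagged Mcl-1 with europium anti-His antibody binding Bid BH3 peptide; 0% = Mcl-1 plus peptide wells and 100% = peptide-only wells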
RGS4-Gao reg: modulates binding of RGS4 to human Galphao. P09471. Multiplexed bead flow cytometry; actives lie on both sides. binding response (% of control), % at 10 µM. actives 0.33% (n = 220,000). AID 1415; in the data active = binding response below about 49% or above about 150%; inactive = in between;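 also: fluorescent Galphao activated with aluminum fluoride binding bead-coupled RGS4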
Target sequence (P09471 whole entry, looked up): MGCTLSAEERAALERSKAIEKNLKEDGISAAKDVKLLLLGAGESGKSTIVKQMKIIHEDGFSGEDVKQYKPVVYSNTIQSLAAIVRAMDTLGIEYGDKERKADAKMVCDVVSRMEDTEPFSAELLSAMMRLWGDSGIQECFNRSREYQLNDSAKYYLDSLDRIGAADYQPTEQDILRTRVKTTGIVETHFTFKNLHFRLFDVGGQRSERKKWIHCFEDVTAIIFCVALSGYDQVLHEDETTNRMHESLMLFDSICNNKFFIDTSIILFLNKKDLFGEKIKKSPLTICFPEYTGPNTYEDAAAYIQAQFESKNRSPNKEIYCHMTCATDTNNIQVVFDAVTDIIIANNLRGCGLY
Bim-Bcl-2: human Bim-Bcl-2 interaction inhibition; Bead-based flow cytometry, Bim peptide-Bcl-2 binding; inhibition, % at 10 µM; actives 0.06% (n = 190,000); in the data active = inhibition above about 40%; inconclusive = no clear call, values can overlap the other calls;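 also: 0% = no compound wells with probe peptide and 100% = reference peptide inhibitor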
Target sequence (P10415 whole entry, looked up): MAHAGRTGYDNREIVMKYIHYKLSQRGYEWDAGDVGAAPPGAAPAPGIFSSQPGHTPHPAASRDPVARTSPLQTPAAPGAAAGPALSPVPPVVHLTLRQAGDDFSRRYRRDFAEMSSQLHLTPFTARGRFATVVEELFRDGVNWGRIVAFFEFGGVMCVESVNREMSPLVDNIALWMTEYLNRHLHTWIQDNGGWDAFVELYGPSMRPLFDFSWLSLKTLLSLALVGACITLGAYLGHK
RGS8-Gao: modulates binding of RGS8 to human Galphao. response (percent of control binding), % at 10 µM. AID 1423. P09471. actives 0.34% (n = 220,000). multiplexed bead flow cytometry; actives lie on both sides; in the data active = response below about 60% or above about 140%; inactive = in between;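 also: Galphao activated as the GDP aluminium fluoride complex binding bead-coupled RGS8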
RGS7-Gao: regulators of human RGS7-Galphao interaction; Multiplexed bead flow cytometry, RGS7-Galphao binding; actives lie on both sides; binding response (% of control), % at 10 µM; actives 0.35% (n = 220,000); in the data active = binding response below about 49% or above about 150%; inconclusive = no clear call, values can overlap the other calls; inactive = in between;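 also: fluorescent Galphao held in activated GDP-AlF4 state binding bead-coupled RGS7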
Bim-Bfl-1: human Bim-Bfl-1 interaction inhibition. AID 1008. Q16548. inhibition, % at 10 µM. actives 0.12% (n = 190,000). Bead-based flow cytometry, Bim-Bfl-1 binding inhibition;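 also: 0% = wells without compound plus tracer and 100% = blocker peptide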
Bim-Bcl-XL: disrupts Bim peptide binding to human Bcl-XL. AID 1007. Q07817. inhibition, % at 10 µM. bead flow cytometry, fluorescence. actives 0.04% (n = 190,000)
Target sequence (Q07817 whole entry, looked up): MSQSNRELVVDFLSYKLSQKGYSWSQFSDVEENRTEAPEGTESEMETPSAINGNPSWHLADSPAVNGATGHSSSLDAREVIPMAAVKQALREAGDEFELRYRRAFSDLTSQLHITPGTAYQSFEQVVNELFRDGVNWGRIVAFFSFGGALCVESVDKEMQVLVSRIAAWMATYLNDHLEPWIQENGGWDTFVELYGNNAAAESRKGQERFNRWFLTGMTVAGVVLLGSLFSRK
Bcl-B Bim block: human Bim-Bcl-B interaction inhibition. actives 0.073% (n = 190,000). inhibition, % at 10 µM. bead-based flow cytometry, Bim peptide-Bcl-B binding. AID 951. Q9HD36;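 also: 0% = tracer peptide without compound and 100% = reference inhibitor peptide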
Target sequence (Q9HD36 whole entry, looked up): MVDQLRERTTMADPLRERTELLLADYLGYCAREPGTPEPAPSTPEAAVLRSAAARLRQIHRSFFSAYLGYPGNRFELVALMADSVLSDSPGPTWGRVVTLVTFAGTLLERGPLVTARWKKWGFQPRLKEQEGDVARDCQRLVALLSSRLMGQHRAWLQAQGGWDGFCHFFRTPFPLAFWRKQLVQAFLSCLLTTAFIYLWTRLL
The depositor's hits bear a star; ? = inconclusive; · = no result given. Rule as the data show it, unless noted: active = inhibition above about 40%.

SMILES	Mcl1 Noxa PPI	Bim-Bcl-W	Mcl-1 Bim block	Mcl1 Bid PPI	RGS4-Gao reg	Bim-Bcl-2	RGS8-Gao	RGS7-Gao	Bim-Bfl-1	Bim-Bcl-XL	Bcl-B Bim block
COc1ccc(CNC(=O)COC(=O)CCCOc2ccc(Cl)cc2Cl)cc1OC	11	-1	-3	-41	95	-3	101	94	-5	-3	-3
COc1ccc(CCNS(=O)(=O)c2ccc(F)cc2)cc1OC	-8	0	0	-25	102	-2	92	99	-9	-4	-7
COc1ccc(OC(C)C(=O)NCCc2nc3ccccc3[nH]2)cc1 (configuration not stated)	16	-1	-3	-11	98	0	100	97	0	-3	-5
COC(=O)Cn1c2c(c3cc(C)ccc31)CCCC2	3	0	-1	-23	98	-1	99	97	2	-1	-2
CNc1ccc(Cl)nn1	1	-2	2	-14	102	1	99	104	-5	-1	-5
COc1cc2cc(C)c(SCC(=O)N3CCOCC3)nc2cc1OC	-3	-3	-1	1	103	-5	101	95	-13	-11	-10
CCn1c(SCC(=O)Nc2oc(-c3ccccc3)c(-c3ccccc3)c2C#N)nnc1-c1ccncc1	2	4	2	-8	107	-3	104	105	-10	-5	-4
O=S(=O)(c1ccc(Br)cc1)N1CCN(c2ccc3nnc(-c4ccccc4)n3n2)CC1	-23	5	0	-1	102	-6	102	102	-11	-2	-6
C=CCn1c(SCc2nnc(-c3ccccc3)o2)nnc1C(O)c1ccccc1 (configuration not stated)	-10	-2	-4	-20	104	-11	108	98	-14	-6	-9
COc1ccc(C(=O)NNC(=O)C2CCN(S(=O)(=O)c3ccc(C)cc3)CC2)cc1	6	0	-1	-34	100	-2	99	93	-6	-1	-3
O=c1c2cc(Br)ccc2nc(-c2ccc([N+](=O)[O-])cc2)n1O	-8	0	1	-3	81	-4	92	93	-3	-2	-2
Cc1ccc(F)c(NC=C2C(=O)OC(C)(C)OC2=O)c1	-5	-2	-4	-13	99	5	99	101	-3	-6	-3
O=P(O)(COc1ccccc1)COc1ccccc1	16	1	0	18	98	0	96	99	0	-1	1
CCOC(=O)c1c(C)[nH]c(C)c1C(=O)CSc1nc2ccccc2[nH]1	-1	-7	-5	-4	101	-2	103	102	3	-5	-1
COc1ccc(NS(=O)(=O)c2c(C)cc(C)cc2C)cc1	-13	5	4	-31	100	-10	100	103	-8	-2	-2
COc1cccc(-c2cc(C(=O)Nc3cnn(Cc4ccccc4C)c3)no2)c1	5	0	0	13	104	-4	102	106	0	-2	0
Cc1cc(CSc2nc(C)cc(=O)[nH]2)c2ncccc2c1	-1	0	2	-11	97	0	100	99	-1	0	0
Cc1nn(CCc2n[nH]c(=S)n2-c2ccc(F)c(Cl)c2)c(C)c1[N+](=O)[O-]	34	6	-8	-12	95	-1	100	102	11	0	-23
Cc1ccc(C(=O)CCCn2nnc(-c3cccnc3)n2)cc1C	16	6	13	-4	100	-8	102	100	-10	-6	-2
COCCn1c(N)c(N(Cc2ccccc2)C(=O)C2CCCC2)c(=O)[nH]c1=O	8	-2	0	0	102	0	102	103	0	0	-1
S=C(Nc1ccc(Cl)cc1Cl)N1CCOCC1	22	2	4	-50	101	8	104	97	3	0	2
Cn1c(=O)oc2cc(S(=O)(=O)NCCCN3CCCC3=O)ccc21	12	3	-2	-14	97	-10	100	94	-10	-1	-7
CN(C)CCCn1c(=O)n(CCc2ccccc2)c(=O)c2c3c(sc21)CCCCC3	18	·	·	-17	103	·	105	?	·	·	·
Cc1cc2c(c(=O)o1)C(C1C=CCCC1)C(C#N)=C(N)O2 (configuration not stated)	1	1	3	2	101	0	101	99	-11	-1	0
Cc1nc2ccccn2c1C(=O)N/N=C/c1ccc([N+](=O)[O-])o1	39	-1	-2	-52	74	-1	79	79	-2	0	1

Given bar-delimited: part of the list above.
molecule | Mcl1 Noxa PPI | Bim-Bcl-W | Mcl-1 Bim block | Mcl1 Bid PPI | RGS4-Gao reg | Bim-Bcl-2 | RGS8-Gao | RGS7-Gao | Bim-Bfl-1 | Bim-Bcl-XL | Bcl-B Bim block
CCOC(=O)c1c(C)[nH]c(C)c1C(=O)CSc1nc2ccccc2[nH]1 | -1 | -7 | -5 | -4 | 101 | -2 | 103 | 102 | 3 | -5 | -1
COc1ccc(NS(=O)(=O)c2c(C)cc(C)cc2C)cc1 | -13 | 5 | 4 | -31 | 100 | -10 | 100 | 103 | -8 | -2 | -2
COc1cccc(-c2cc(C(=O)Nc3cnn(Cc4ccccc4C)c3)no2)c1 | 5 | 0 | 0 | 13 | 104 | -4 | 102 | 106 | 0 | -2 | 0
Cc1cc(CSc2nc(C)cc(=O)[nH]2)c2ncccc2c1 | -1 | 0 | 2 | -11 | 97 | 0 | 100 | 99 | -1 | 0 | 0
Cc1nn(CCc2n[nH]c(=S)n2-c2ccc(F)c(Cl)c2)c(C)c1[N+](=O)[O-] | 34 | 6 | -8 | -12 | 95 | -1 | 100 | 102 | 11 | 0 | -23
Cc1ccc(C(=O)CCCn2nnc(-c3cccnc3)n2)cc1C | 16 | 6 | 13 | -4 | 100 | -8 | 102 | 100 | -10 | -6 | -2
COCCn1c(N)c(N(Cc2ccccc2)C(=O)C2CCCC2)c(=O)[nH]c1=O | 8 | -2 | 0 | 0 | 102 | 0 | 102 | 103 | 0 | 0 | -1
S=C(Nc1ccc(Cl)cc1Cl)N1CCOCC1 | 22 | 2 | 4 | -50 | 101 | 8 | 104 | 97 | 3 | 0 | 2
Cn1c(=O)oc2cc(S(=O)(=O)NCCCN3CCCC3=O)ccc21 | 12 | 3 | -2 | -14 | 97 | -10 | 100 | 94 | -10 | -1 | -7
CN(C)CCCn1c(=O)n(CCc2ccccc2)c(=O)c2c3c(sc21)CCCCC3 | 18 | · | · | -17 | 103 | · | 105 | ? | · | · | ·
Cc1cc2c(c(=O)o1)C(C1C=CCCC1)C(C#N)=C(N)O2 (configuration not stated) | 1 | 1 | 3 | 2 | 101 | 0 | 101 | 99 | -11 | -1 | 0
Cc1nc2ccccn2c1C(=O)N/N=C/c1ccc([N+](=O)[O-])o1 | 39 | -1 | -2 | -52 | 74 | -1 | 79 | 79 | -2 | 0 | 1

(next part)
SMILES	Mcl1 Noxa PPI	Bim-Bcl-W	Mcl-1 Bim block	Mcl1 Bid PPI	RGS4-Gao reg	Bim-Bcl-2	RGS8-Gao	RGS7-Gao	Bim-Bfl-1	Bim-Bcl-XL	Bcl-B Bim block
CCCCC(=O)Nc1ccc(NC(=O)C2CC2)cn1	8	-2	0	-1	101	0	102	99	0	-3	-3
CCOC(=O)c1sc2nc(SC)nc(-c3ccc(Cl)cc3)c2c1N	-11	0	2	-32	105	-2	103	98	-6	0	-5
COC(=O)CN1C(=O)C2(C(C#N)=C(N)Oc3c2c(C)nn3-c2ccccc2)c2ccccc21 (configuration not stated)	25	-3	-5	-35	109	-15	106	105	-19	-9	-12
CC1CCCCN1C(=O)c1cc(-c2ccc(Cl)c(Cl)c2)on1 (configuration not stated)	2	4	3	-22	98	2	102	100	1	4	3
CCC(NS(=O)(=O)c1ccc(OC)cc1)C(=O)O (configuration not stated)	8	-1	-6	-33	98	-9	103	98	-22	-11	-8
CN(CC(=O)NCc1ccccc1)S(=O)(=O)c1cnc[nH]1	-16	0	1	-18	97	-6	98	97	-11	2	-6
Cc1noc(C)c1COc1cccc(C(=O)Nc2ccccc2N2CCOCC2)c1	11	-6	-4	2	104	-2	102	101	-3	-6	-8
CC(C)Cn1c(N)c(C=O)c(=O)[nH]c1=O	4	-3	-2	-24	100	-2	100	?	-6	-1	-4
CCCCOc1ccc(C(=O)CCN2CCOCC2)cc1	6	1	-1	17	99	-1	101	100	-1	-3	-2
CCOc1ccc(-c2ccc(SCC(=O)Nc3nnc(CC)s3)nn2)cc1	-35	0	-6	-7	100	-7	103	97	-12	-5	-11
COc1ccc(Cc2nnc(NS(=O)(=O)c3ccc(Cl)cc3)s2)cc1OC	26	-3	-3	-23	92	-2	92	83	1	-3	-9
C=CCC1(C#N)C(SC)=NC2=C(C(=O)CC(C)(C)C2)C1c1ccc(Br)cc1 (configuration not stated)	-5	-3	-4	-3	100	-4	101	105	0	-5	-9
Cc1cc(NC(=O)C(C)C)ncc1NC(=O)CCc1ccccc1	-6	-5	-2	-9	110	-4	118	115	-6	-4	-4
COc1ccc(C(N)=S)c(OC)c1	-14	-1	-11	-26	107	-3	109	111	6	-8	-18
Oc1cccc2ccc[n+](CC(O)Cn3c4ccccc4c4ccccc43)c12 (configuration not stated)	9	0	-5	-49	101	12	107	105	15	-2	9
Cn1c(=O)c2c(nc(NCc3ccco3)n2C)n(C)c1=O	13	-3	0	-48	99	0	101	96	-1	0	-2
CCN(CC)S(=O)(=O)c1ccc(C(=O)Nc2ccc(Cc3ccncc3)cc2)cc1	5	1	2	3	102	0	99	96	0	0	-2
COc1ccccc1Nc1nc(NCc2ccco2)c2ccccc2n1	40	·	·	-6	98	·	101	?	·	·	·
O=C(NCCCN1CCOCC1)c1ccc(Cl)cc1[N+](=O)[O-]	-3	-2	-7	-31	97	-2	101	96	-6	0	0
CCN(CC)C(=O)c1nn(-c2ccccc2)c2c1C1CCC2(C)C1(C)C (configuration not stated)	-7	2	0	-11	101	1	100	?	-2	0	-2
CCOC(=O)c1c(CN2CCN(C)CC2)n(-c2ccccc2)c2cc(Br)c(O)cc12	9	·	·	-54	95	·	99	?	·	·	·
CC(NC(=O)c1cnc2n(c1=O)CCS2)c1ccccc1 (configuration not stated)	0	2	0	-18	99	0	104	99	0	0	4
CCOC(=O)c1sc2nc(CSc3ccccc3Cl)[nH]c(=O)c2c1C	9	-1	-1	-11	100	-1	100	94	-3	-4	-5
CC(C)CSc1nc2c(=O)[nH][nH]c(=O)c2n1Cc1ccccc1	-5	-3	-3	-12	96	-17	88	93	0	-8	0
O=C(CC1(C(=O)O)CCCC1)N1CCOCC1	13	0	0	3	100	0	100	103	0	-1	1

Continued.
SMILES	Mcl1 Noxa PPI	Bim-Bcl-W	Mcl-1 Bim block	Mcl1 Bid PPI	RGS4-Gao reg	Bim-Bcl-2	RGS8-Gao	RGS7-Gao	Bim-Bfl-1	Bim-Bcl-XL	Bcl-B Bim block
COc1cc(/C=C(\C#N)c2nc3ccccc3[nH]2)cc(OC)c1O	72*	8	5	-23	73	4	102	67	15	0	-14
COC(=O)c1cc(C#N)c(Oc2ccc(F)cc2)nc1C	17	-1	-2	-5	92	-3	98	92	0	0	4
CCNc1nc(NCC)nc(Nn2cnnc2)n1	12	-4	0	-8	95	-2	98	99	-5	-4	-2
O=C1CCCC(=O)N1c1ccc(N2CCN(c3ccc([N+](=O)[O-])cc3)CC2)c([N+](=O)[O-])c1	2	-3	-11	-19	97	-9	102	95	-14	-7	-6
CC(=O)Nc1ccc(CN2CCN(CC(C)C)C(CCO)C2)cc1 (configuration not stated)	3	-3	-2	-64	102	-2	98	103	-4	-6	-4
N#C/C(=C/c1ccc(N2CCCCCC2)o1)c1ccc(Cl)cc1	29	0	-15	20	100	-5	88	101	26	-6	-22
CSc1nnc(-c2ccc(S(=O)(=O)N3CCOCC3)cc2)n1CC1CCCO1 (configuration not stated)	14	0	-7	-10	104	-4	101	103	-3	-1	-4

Screens (PubChem)
